Tau fibril FP: qHTS for Inhibitors of Tau Fibril Formation, Fluorescence Polarization. Microtubule-associated protein tau (Homo sapiens), P10636. AID 1468, 2008. actives 0.39% (n = 280,000). Potency, µM (titrated, usually from 57.7 µM), without a hit: at the top dose activity, negative = inhibition, hits mostly inhibitors. K18 P301L tau heparin fibrillization, Alexa594 FP, 6 h; note: nearly all actives have a fitted effect of over 55% in size
Target sequence (P10636 561-689 P618L limits assumed): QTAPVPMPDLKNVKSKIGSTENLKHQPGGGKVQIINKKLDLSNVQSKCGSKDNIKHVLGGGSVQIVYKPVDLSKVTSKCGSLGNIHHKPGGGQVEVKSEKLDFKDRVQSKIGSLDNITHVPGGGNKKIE
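Human tau K18 […] P301L fragment, 15 uM unlabeled plus 0.24 uM Alexa 594-labeled tau (final), with compound and 20 uM heparin in 100 mM sodium acetate pH 7; 6 hr at 37 C, then Alexa 594 FP read.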
Tau ThT inhib: qHTS for Inhibitors of Tau Fibril Formation, Thioflavin T Binding | AID 1460, 2008 | actives 2.1% (n = 270,000) | Potency, µM (top dose mostly 57.4 µM), without a hit: at the highest dose activity, negative = inhibition, usual class: inhibitors | Microtubule-associated protein tau (Homo sapiens), P10636 | recombinant tau K18 P301L (four-repeat tau fragment), heparin-induced fibrillization, ThT fluorescence; note: nearly all actives have a fitted effect of over 55% in size
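Tau K18 P301L fragment (15 uM unlabeled plus 0.24 uM Alexa 594-labeled) in 100 mM sodium acetate pH 7 with compound, fibrillization induced by 20 uM heparin for 6 hr at 37 C. Thioflavin T (30 uM) added, fluorescence read after 1 hr (ex 450, em 510 nm).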
RECQ1 inh: qHTS Assay for Inhibitors of RecQ-Like Dna Helicase 1 (RECQ1) | Potency, µM (top dose mostly 57.3 µM), for inactives: at the top dose activity, negative = inhibition, hits mostly inhibitors | actives 0.54% (n = 240,000) | RECQ1 DNA unwinding, red fluorescence kinetic read | ATP-dependent DNA helicase Q1 (Homo sapiens), P46063;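 note: plate controls were vehicle for no effect and no enzyme for full effect; nearly all actives have a fitted effect of over 30% in size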
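RECQ1T1 50 nM; forked duplex (20 bp + 30-nt ss tails) 200 nM, ATP 2 mM final; pH 8.0, 2 mM MgCl2, 2.5 ug/ml poly(dI-dC); 15 min compound preincubation; discontinuous kinetic read over 2 h at RT.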
TR SRC2 fluor cs: Total Fluorescence Counterscreen for Inhibitors of the Interaction of Thyroid Hormone Receptor and Steroid Receptor Coregulator 2; TRb/SRC2 Texas Red total fluorescence interference; Potency, µM (titrated, usually from 106 µM), inactives show top-dose fluorescence change, negative = quenching; actives 0.29% (n = 280,000); AID 1479, 2009; active = well fitted curve in either direction with a large enough effect; inconclusive = small, poorly fitted or top-dose-only effect
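Human TRβ ligand-binding domain (0.6 uM) and Texas Red SRC2 peptide (20 nM) in Tris buffer with 1 uM T3 and 5% DMSO were incubated with pinned compound for 5 hr at ambient temperature. Total fluorescence was computed as S + 2P (555/632 nm).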
TRb-SRC2 inh: qHTS for Inhibitors of the Interaction of Thyroid Hormone Receptor and Steroid Receptor Coregulator 2; Potency, µM (highest dose often 106 µM), for the others: top-dose activity change, negative = inhibition, most hits filed as inhibitors; AID 1469, 2008; TRbeta-SRC2 peptide binding, fluorescence polarization; receptor liganded with 1 µM T3; actives 0.065% (n = 280,000); Thyroid hormone receptor beta (Homo sapiens), P10828;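 note: plate controls were bound peptide for no effect and peptide without receptor for full effect; nearly all actives have a fitted effect of over 50% in size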
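Quantitative HTS by FP: 0.6 uM TRb LBD, 20 nM labeled SRC2 20-mer, 1 uM T3, 5% DMSO; 5 hr ambient incubation; % activity per concentration and potencies from concentration series.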
L3MBTL1 block: qHTS Assay for the Inhibitors of L3MBTL1 | AlphaScreen L3MBTL1–H3K9me1 peptide binding | Potency, µM (top dose mostly 57.1 µM), without a hit: top-dose activity, negative = inhibition, usual class: inhibitors | actives 0.66% (n = 230,000) | AID 485360, 2010; note: nearly all actives have a fitted effect of over 60% in size
Target sequence (Q9Y468 whole entry, looked up): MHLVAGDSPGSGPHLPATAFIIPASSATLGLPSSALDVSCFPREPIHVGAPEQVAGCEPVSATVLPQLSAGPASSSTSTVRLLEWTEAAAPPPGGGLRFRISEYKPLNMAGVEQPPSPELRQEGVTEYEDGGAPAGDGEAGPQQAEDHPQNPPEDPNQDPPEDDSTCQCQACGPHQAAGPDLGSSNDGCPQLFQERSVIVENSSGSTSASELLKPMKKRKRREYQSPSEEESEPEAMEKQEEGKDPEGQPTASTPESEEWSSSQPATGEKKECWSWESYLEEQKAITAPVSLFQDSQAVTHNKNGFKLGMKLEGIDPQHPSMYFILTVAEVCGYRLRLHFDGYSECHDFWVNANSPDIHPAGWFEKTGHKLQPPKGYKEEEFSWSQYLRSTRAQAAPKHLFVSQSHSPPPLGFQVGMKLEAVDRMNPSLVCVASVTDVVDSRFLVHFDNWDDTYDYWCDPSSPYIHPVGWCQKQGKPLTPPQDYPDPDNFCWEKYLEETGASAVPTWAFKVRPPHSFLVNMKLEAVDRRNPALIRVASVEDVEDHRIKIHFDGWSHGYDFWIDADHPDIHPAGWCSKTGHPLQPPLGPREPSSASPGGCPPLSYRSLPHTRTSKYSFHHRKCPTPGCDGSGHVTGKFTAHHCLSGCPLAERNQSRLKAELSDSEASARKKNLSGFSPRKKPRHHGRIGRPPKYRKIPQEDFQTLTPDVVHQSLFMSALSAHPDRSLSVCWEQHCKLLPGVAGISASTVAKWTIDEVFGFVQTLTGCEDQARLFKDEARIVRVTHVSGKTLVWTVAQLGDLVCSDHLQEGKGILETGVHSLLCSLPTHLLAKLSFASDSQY
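L3MBTL1 50 nM + b-AHA-H3(1-15)K9me1 75 nM, 30 min RT; compound added, 30 min RT; streptavidin donor/Ni-chelate acceptor beads 10 ug/mL each final, 30 min RT dark; AlphaScreen read.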
RGS12 GoLoco inh: qHTS Assay for Inhibitors of RGS12 GoLoco Motif Activity (Red Fluorophore); Potency, µM (titrated, usually from 61.6 µM), without a hit: top-dose activity, negative = inhibition, hits mostly inhibitors; Gai1:RGS12 GoLoco peptide FP, rhodamine, 10 min; actives 0.44% (n = 230,000); Guanine nucleotide-binding protein G(i) subunit alpha-1 (Homo sapiens), P63096; active = well fitted inhibition curve with a large enough effect, not every such curve was filed as active; inactive = no such curve, though single readings can be large or run the other way; note: nearly all actives have a fitted effect of over 30% in size; many of its hits are not listed in these tables
KDM4E inh: qHTS Assay for Inhibitors of Human Jumonji Domain Containing 2E (JMJD2E); JMJD2E catalytic domain, FDH-coupled NADH fluorescence (FDH is formaldehyde dehydrogenase); Potency, µM (top dose mostly 57.1 µM), for the others: at the highest dose activity change, negative = inhibition, hits mostly inhibitors; actives 1.6% (n = 230,000); AID 2147, 2009; active = well fitted inhibition curve with a large enough effect, not every such curve was filed as active; inconclusive = small, poorly fitted or top-dose-only effect, or another doubt; inactive = no such curve, though single readings can be large or run the other way;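 note: 0% = wells with enzyme and -100% = buffer wells without enzyme; nearly all actives have a fitted effect of over 50% in size; many of its hits are not listed in these tables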
Starred values were filed as active, the others as inactive; i = inactive; ? = inconclusive; · = no result given; [ ] = remark or other dose. Unless noted, calls come from the whole dose curve; as a rule, active = well fitted curve in the direction sought with a large enough effect; inconclusive = small, poorly fitted or top-dose-only effect, or another doubt; inactive = no such curve, though single readings can be large; an effect the other way counts as inactive or inconclusive. Unless noted, % is set by controls: 0 for no effect and ±100 for the full control effect; potency is the fitted concentration of half-maximal effect.

SMILES | RGS12 GoLoco inh | TRb-SRC2 inh | Tau fibril FP | L3MBTL1 block | Tau ThT inhib | KDM4E inh | TR SRC2 fluor cs | RECQ1 inh
Cc1ccc(Nc2nc3c(c(=O)[nH]2)CCCC3)cc1 | 3.9% | -5.9% | -5.9% | 9.9% | ? | 5.3% | -1.3% | -0.6%
Cc1ccc(/C=C/C(=O)N2CCCN(C(=O)/C=C/c3ccc(C)cc3)CC2)cc1 | 7.4% | 1.8% | -0.1% | -12.3% | ? | -4.2% | -0.3% | -4.5%
COC(=O)c1ccc(C23CC2(C(NP(=O)(c2ccccc2)c2ccccc2)c2ccccc2)C3)cc1 (centres undefined) | 1.41µM* | 3.2% | -2.4% | · | ? | ? | -9.1% | -19.2%
O=C(c1ccc(Cl)cc1)c1ccccc1C(=O)N1CCOCC1 | 12.0% | -2.3% | -1.2% | -0.8% | -7.5% | -0.5% | -2.1% | i
CCOC(=O)C1=C(C)N(c2ccccc2)C(=O)/C1=C\c1ccc(O)c(OC)c1 | -34.9% | 7.6% | 35.5µM* | · | · | 4.47µM* | -4.2% | -17.1%
Cc1cnc(C)c(N2CCN(Cc3cn(C)nc3-c3cccc(Cl)c3)CC2)n1 | 26.8% | 1.7%[53 µM] | -1.2% | ? | -17.1% | ? | -1.8%[53 µM] | 0.1%
COc1cc(CNCc2c(C(=O)O)c(C)n(Cc3cccc(Cl)c3)c2C)cc(OC)c1OC | · | 8.0% | 0.1% | · | 5.1% | · | -1.0% | ·
CSCCCNC(=S)Nc1ccc(N2CCOCC2)cc1N1CCOCC1 | 9.5% | -0.5% | 8.4% | · | -9.5% | -6.4% | -0.8% | i
O=C1NC(c2ccncc2)Nc2sc3c(c21)CCCC3 (centres undefined) | -6.8% | 4.5% | ? | -0.3% | ? | ? | -1.2% | i
CCc1ccc(OCC(=O)O/N=C(\N)c2cccnc2)cc1 | 1.0% | -3.6% | 3.4% | · | · | -2.9% | -5.3% | -7.3%
O=C(OCCC1Oc2cccnc2NC1=O)c1ccc(Cl)cc1 (centres undefined) | 14.2% | -2.4% | -6.2% | 1.5%[11.4 µM] | -6.8% | 1.2% | -2.4% | i
CNC1=CN(O)C(c2ccccc2)=c2cc(Cl)ccc2=N1 | 5.5% | 5.8% | 8.0% | · | 0.2% | · | -5.3% | i
CCc1ccc(N2CC(C(=O)OC)CC2=O)cc1 (centres undefined) | 10.9% | 8.0% | 2.4% | -1.7% | -4.7% | 2.0% | -1.7% | -14.2%
Cc1cc([N+](=O)[O-])nn1CCC(=O)NC1CCCCCC1 | 1.0% | -3.2%[53 µM] | 6.1% | -3.7% | 4.5% | 6.6% | -0.7%[53 µM] | 2.0%
Cc1ccc(C)c(C(=O)CN2C(=O)c3ccccc3S2(=O)=O)c1 | 7.8% | -3.6% | ? | 2.5% | 2.3% | -0.9% | -2.3% | -7.2%
CSc1nnc2c3c4c(sc3nc(-n3nc(C)cc3C)n12)COC(C)(C)C4 | · | -23.2% | -4.3% | 4.1% | 5.0% | ? | -0.7% | i
OCCCC1CCCN(Cc2cn[nH]c2-c2ccc(F)cc2F)C1 (centres undefined) | 0.3% | -0.1% | 7.6% | 5.9% | -0.7% | -1.4% | -1.2% | -6.3%
O=C(c1ccccc1Cl)N(Cc1ccccc1F)N1C(=O)CCCC1=O | 6.0% | -6.4% | -4.5% | -2.7% | -5.0% | -11.0% | -5.0% | 0.6%
Cc1ccc(-c2cc(C(=O)N3N=C(C(F)F)CC3(O)C(F)F)c3ccccc3n2)cc1C (centres undefined) | -6.1% | 0.1% | ? | 0.6% | -7.4% | ? | -0.5% | -14.0%
O=C(c1csc2ccccc12)N1CCCCCC1 | 4.1% | 3.0% | 5.2% | 0.6% | -5.3% | 10.0% | -2.2% | -15.8%
c1ccc2c(c1)Cn1nnnc1-2 | -0.9% | -0.3% | 3.0% | 5.5% | 5.8% | 0.4% | -6.2% | i
Cc1ccc(-c2nc3ccc(Cl)cc3n2OC(C)C(=O)O)cc1 (centres undefined) | 18.0% | 7.4% | 2.7% | 4.3% | -4.8% | 16.8% | -0.6% | i
CCOC(=O)Cc1cc(=O)n2[nH]c(C)cc2n1 | 5.6% | 1.3% | -1.6% | 25.1%[11.4 µM] | -1.2% | ? | 1.1% | i
COCCN=C1NC(=O)C(CC(=O)Nc2cccc(Cl)c2C)S1 (centres undefined) | 7.0% | 5.0% | 2.4% | 26.4% | -4.8% | -5.6% | 0.8% | 5.8%
COc1ccccc1-c1c(NC(=O)C(C)C)n(C)c2ccccc2c1=O | -125.7% | 2.0% | -1.6% | 12.1% | -7.1% | ? | -4.2% | -29.2%
CCc1n[nH]c(=S)n1N=C1CCC(C)CC1 (centres undefined) | 6.1% | -2.8% | 8.4% | 9.5% | 0.6% | 2.2% | -2.0% | i
CCOc1ccc(OCC)c(NC(=O)c2nnn(Cc3cc(Br)ccc3OC)c2N)c1 | · | -2.1% | 1.3% | · | -0.2% | · | -0.1% | ·
CC(=O)N1N=C(c2ccco2)CC1c1cc2cc(C)ccc2nc1Cl (centres undefined) | -13.3% | 4.7% | 11.7% | -5.0% | 5.6% | -1.1% | -1.6% | -11.8%
O=c1c2ccccc2c2ccccc2c(=O)n1Cc1cccnc1 | -8.7% | -4.2% | 2.1% | -6.6%[11.4 µM] | 10.1% | 0.3% | -6.2% | i
N#Cc1ccccc1OCC(=O)C1CC1 | 5.4% | -4.9% | -2.8% | -0.9% | -4.6% | 1.7% | -0.2% | -0.6%
Oc1ccc(/C=N/Nc2nccnc2Cl)cc1 | 6.9% | 1.7% | 0.1% | · | -10.0% | -0.1% | -5.1% | i
CCSc1nc(O)c(CC)c(=O)n1C(C)CC (centres undefined) | 15.9% | -4.7% | -3.4% | -11.1% | -2.8% | 18.2% | 0.9% | -10.6%
O=C(c1ccc(F)cc1)N1CCc2c([nH]c3ccccc23)C1c1ccc(Cl)cc1 (centres undefined) | · | 6.8% | -5.0% | · | 1.2% | · | -2.0% | ·
Clc1ccc(-c2nnc(-c3ccccc3)c(-c3ccccc3)n2)cc1 | 15.1% | -0.7% | 0.6% | 4.3% | -1.5% | -26.5% | -8.5% | 12.8%
CCC1=C2CC[C@H]3C(=O)N(c4ccccc4)C(=O)[C@H]3[C@H]2[C@@]2(C)C(=O)N(CC(=O)OC)C(=O)N2C1=O | 5.0% | 5.5% | 1.6% | · | 1.4% | -11.5% | -2.7% | i
COc1ccc(CC(=O)NCCc2csc3nc(-c4ccccc4F)nn23)cc1 | · | 4.9% | -12.0% | · | 0.1% | · | -4.7% | ·
Cc1ccc(-c2cn(S(=O)(=O)c3cccc4nsnc34)nc2N)cc1 | -10.9% | -5.3% | 6.3% | · | ? | 3.6% | -0.3% | i
Cc1cc2nc3c(=O)n(C4CCCCC4)c(=O)[nH]c3nc2cc1N | -27.8% | 4.3% | -9.1% | -27.2% | 5.4% | -0.2% | 0.5% | -2.2%
O=C(CCC(=O)Nc1ccccc1)N/N=C/c1ccccc1F | 12.1% | 2.4% | 1.9% | · | 1.3% | -1.2% | -0.5% | -1.5%
CCc1nc(SCC(=O)Nc2sc(C)c(C)c2C(=O)OC)c2ccccc2n1 | -1.4% | -7.1% | -0.4% | 3.2% | -13.1% | 5.1% | 1.2% | -10.8%
COc1ccc(CNc2cc(C)nc3ncnn23)c(OC)c1 | 4.4% | 5.5% | 5.2% | · | -10.8% | 4.8% | 0.7% | 5.6%
CCOc1ccc(S(=O)(=O)NNC(=O)c2cc3ccccc3o2)cc1 | 7.5% | -4.0% | 7.0% | 4.1% | -1.1% | 3.1% | 0.1% | -0.5%
Cc1cc2ncn(S(=O)(=O)N(C)C)c2cc1C | 1.2% | 3.4% | -2.8% | 2.6% | 0.3% | ? | -3.6% | -2.5%
CCCN(CCC)c1ccc(/C=N/NC(=O)CN2CCOCC2)cc1 | 0.5% | 4.1% | -2.8% | -4.3% | -9.7% | ? | -1.7% | -4.7%
CC(C)CNC(=O)[C@H](Cc1ccccc1)NC(=O)c1ccco1 | 10.5% | 4.2% | -5.6% | · | 7.6% | -8.1% | -1.2% | 0.0%
CC(C)C(=O)N1CCC(CN=CC2=C(O)CC(C)(C)CC2=O)CC1 | -3.7% | -1.4% | -9.0% | 33.4%[activator] | -5.4% | -1.7% | -1.7% | i
Cc1c(Cl)cccc1NC(=O)CNCc1ccccc1F | -10.6% | 0.0% | -1.8% | 13.3% | -11.7% | 0.6% | -2.5% | i

Whole records, quoted from the list.
CCCN(CCC)c1ccc(/C=N/NC(=O)CN2CCOCC2)cc1 in the list: RGS12 GoLoco inh = 0.5%; TRb-SRC2 inh = 4.1%; Tau fibril FP = -2.8%; L3MBTL1 block = -4.3%; Tau ThT inhib = -9.7%; KDM4E inh = ?; TR SRC2 fluor cs = -1.7%; RECQ1 inh = -4.7%
CC(C)CNC(=O)[C@H](Cc1ccccc1)NC(=O)c1ccco1 in the list: RGS12 GoLoco inh = 10.5%; TRb-SRC2 inh = 4.2%; Tau fibril FP = -5.6%; L3MBTL1 block = ·; Tau ThT inhib = 7.6%; KDM4E inh = -8.1%; TR SRC2 fluor cs = -1.2%; RECQ1 inh = 0.0%

Screening results (PubChem BioAssay)

These rows are one share of the data, so the mix of outcomes need not match the whole.
